# Source: PubChem (several laboratories)
# EBV gp42 block – Epstein-Barr virus gp42 inhibitors, primary screen, biochemical, uHTS, fluorescence polarization | Glycoprotein 42 (Epstein-Barr virus (strain AG876)), Q1HVG2 | Fluorescence polarization binding assay, mP read-out | inhibition, % (tested at 21.74 µM) | 220,000 compounds, 0.42% hits; in the data active = inhibition above about 50%
# Target sequence (Q1HVG2 whole entry, looked up): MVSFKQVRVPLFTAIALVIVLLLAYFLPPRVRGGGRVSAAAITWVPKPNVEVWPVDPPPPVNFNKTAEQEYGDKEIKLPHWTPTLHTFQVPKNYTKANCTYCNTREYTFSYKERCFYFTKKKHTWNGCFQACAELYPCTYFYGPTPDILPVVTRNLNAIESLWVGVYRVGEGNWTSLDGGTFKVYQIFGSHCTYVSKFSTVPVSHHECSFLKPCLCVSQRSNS
# Mdm2 ligase inh – MDM2-luciferase reporter signal enhancers, primary screen, MDM2 E3 ligase inhibitor project, cell-based, luminescence, 1536-well | E3 ubiquitin-protein ligase Mdm2 (Homo sapiens), Q00987 | signal enhancement, % at 5 µM | cell-based MDM2 ubiquitination luciferase reporter, 2 h; 0 = plate control, 100 = twice control, blank-subtracted | 210,000 compounds, 0.11% hits | AID 1230, 2008;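 active = signal enhancement of 30% or more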;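 also: luminescence tracks abundance of the self-degrading MDM2-luciferase fusion protein; higher signal means inhibition of MDM2 E3 ligase activity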
# Target sequence (Q00987 whole entry, looked up, the tested form may be a part): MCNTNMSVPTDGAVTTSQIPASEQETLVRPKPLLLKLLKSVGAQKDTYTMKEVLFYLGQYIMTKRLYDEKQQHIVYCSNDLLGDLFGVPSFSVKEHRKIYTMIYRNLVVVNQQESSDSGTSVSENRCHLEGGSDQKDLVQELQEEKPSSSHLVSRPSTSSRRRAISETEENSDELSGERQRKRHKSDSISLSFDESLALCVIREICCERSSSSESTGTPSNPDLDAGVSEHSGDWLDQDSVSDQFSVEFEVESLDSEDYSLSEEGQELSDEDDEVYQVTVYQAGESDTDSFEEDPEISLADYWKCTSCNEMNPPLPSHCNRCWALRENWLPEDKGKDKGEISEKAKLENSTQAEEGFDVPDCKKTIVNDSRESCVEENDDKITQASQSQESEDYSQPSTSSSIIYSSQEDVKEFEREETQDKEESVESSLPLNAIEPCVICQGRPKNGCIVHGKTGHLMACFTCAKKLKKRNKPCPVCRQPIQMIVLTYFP
#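 Assay system: mammalian cells stably expressing self-ubiquitinating, self-degrading MDM2 E3–luciferase fusion. Quantity: 2000 cells in each well. Medium: DMEM culture medium. Compound dosing: single-point 5 µM. Timing: cell settling 4 h, compound treatment 2 h, both 37 °C. Technique: luciferase luminescence. Read-out basis: percent signal gain over controls, blank-subtracted. Benchmarks: plate controls and plate blanks.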
# zVAD death inh – inhibitors of zVAD-triggered necroptosis, primary screen, L929 cells | L929 zVAD necroptosis rescue, ATP luminescence, 24 h; with zVAD 60 µM | viability rescue, % at 10 µM | 220,000 compounds, 0.38% hits | AID 1377, 2008;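 active = activation, scaled between plate controls, above about 75%, limit read from the data; inactive = activation under that limit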;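 also: 0% = zVAD with DMSO and 100% = DMSO alone without zVAD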
# p47phox inh – p47phox/p22phox peptide binding inhibitors, primary screen, biochemical, uHTS, NADPH oxidase regulatory subunit | 220,000 compounds, 0.53% hits | inhibition, % at 24.7 µM | AID 1274, 2008 | fluorescence polarization, 2 h;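 active = inhibition above about 30%, limit read from the data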;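 also: 0% = p47phox with labelled peptide and 100% = labelled peptide alone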
# Hck Nef HTS – inhibitors of Nef-activated human Hck kinase, primary screen, biochemical, Z-Lyte FRET, 384-well, Hck-YEEI; 220,000 compounds, 0.68% hits; AID 463187, 2010; inhibition, % at 20 µM; Tyrosine-protein kinase HCK (Homo sapiens), P08631; Recombinant Hck-YEEI plus Nef, Z-Lyte FRET kinase assay;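 active = Hck-Nef kinase inhibition above about 50%, limit read from the data; inactive = inhibition below that limit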;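 also: 0% = DMSO with Hck plus Nef and 100% = Hck alone without Nef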
# Runt-CBFb FRET – inhibitors of RUNX1 Runt–CBFb binding, primary screen, biochemical, FRET, Cerulean-Runt, Venus-CBFb, uHTS; Cerulean-Runt/Venus-CBFb FRET ratio 530/480, 1 h; 220,000 compounds, 0.46% hits; Runt-related transcription factor 1 (Homo sapiens) + Core-binding factor subunit beta …; inhibition, % at 20 µM; AID 1496, 2009;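 active = inhibition over about 50% at 20 µM in the single-dose screen, limit read from the data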;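 also: 0% = DMSO wells and 100% = excess unlabeled CBFb competitor control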
#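 test system = Cerulean-tagged RUNX1 Runt domain (FRET donor) fusion protein | reagent = Venus-CBFb binding partner, 100 nM | incubation = protein complex preformed 1 h, compound exposure 1 h, room temperature, dark | detection = FRET fluorescence | read-out basis = loss of energy transfer signal | controls = 5 µM unlabeled CBFb as full-inhibition high control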
# 14-3-3 Bad inh – inhibitors of 14-3-3 zeta/Bad binding, primary screen, biochemical, TR-FRET, bovine 14-3-3 zeta; TR-FRET 14-3-3zeta/Dy647-pBad peptide displacement, 1 h; inhibition, % at 21.7 µM; 220,000 compounds, 0.71% hits; AID 781, 2007;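 active = inhibition above about 70%, limit read from the data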;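 also: 0% = full 14-3-3 plus peptide FRET controls and 100% = background without 14-3-3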
# Target sequence (P63103 whole entry, looked up): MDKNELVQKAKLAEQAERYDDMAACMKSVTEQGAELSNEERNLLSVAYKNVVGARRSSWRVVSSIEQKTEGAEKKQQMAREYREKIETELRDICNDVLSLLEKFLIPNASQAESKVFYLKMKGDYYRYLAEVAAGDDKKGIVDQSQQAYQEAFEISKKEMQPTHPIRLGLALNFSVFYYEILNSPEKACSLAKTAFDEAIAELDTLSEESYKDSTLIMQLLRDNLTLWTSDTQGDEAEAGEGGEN
# Tb hexokinase – Trypanosoma brucei hexokinase 1 inhibitors, primary screen, biochemical, G6PDH-coupled NADH absorbance, MLSCN library | recombinant TbHK1, G6PDH-coupled NADH A340 | 220,000 compounds, 0.11% hits | AID 1430, 2008 | hexokinase 1 [Trypanosoma brucei] | inhibition, % at 10 µM;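 active = inhibition of 50% or more in the single-dose primary screen; inactive = inhibition below 50%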
# Runt-SMMHC FRET – inhibitors of RUNX1 Runt–CBFb-SMMHC binding, primary screen, biochemical, FRET, Cerulean-Runt, Venus-CBFb-SMMHC, uHTS; Runt-related transcription factor 1 (Homo sapiens) + Core-binding factor subunit beta …; Cerulean-Runt/Venus-CBFb-SMMHC FRET ratio 530/480, 1 h; inhibition, % at 20 µM; 220,000 compounds, 0.74% hits; AID 1434, 2008;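 active = mean inhibition across duplicate retests at 20 µM reaching about 50%, limit read from the data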;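 also: 0% = DMSO wells and 100% = wells with excess untagged CBFb-SMMHC; inhibitors lower the FRET ratio by blocking Runt binding to CBFb-SMMHC; some results filed as inactive read as strong as hits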
# Numbers without * were called inactive; . = not tested or not shown; [ ] = remark or other dose.
SMILES,EBV gp42 block,Mdm2 ligase inh,zVAD death inh,p47phox inh,Hck Nef HTS,Runt-CBFb FRET,14-3-3 Bad inh,Tb hexokinase,Runt-SMMHC FRET
COCc1cc(C)nc(SC)c1C#N,-10,4,-0.1,1,21,1,-1,-1,3
CCN(CC(=O)NC(C)(C)C)C(=O)c1ccc2c(c1)S(=O)(=O)c1ccccc1C2=O,-19,-17,1.6,-1,24,-2,-7,-2,-1
N#CC1=C(N)Oc2c(oc(CO)cc2=O)C1c1ccccc1[N+](=O)[O-] (configuration not stated),23,1,-0.2,-10,17,9,2,-9,-15
CC(C)(C)OC(=O)NCCCC[C@H](NC(=O)c1nc[nH]c1C(=O)N[C@@H](CCCCNC(=O)OC(C)(C)C)C(=O)OC(C)(C)C)C(=O)OC(C)(C)C,-1,6,0.9,1,22,-9,1,-8,-10
CCC(Sc1nc2ccccc2c(=O)[nH]1)C(=O)Nc1ccc(C(C)=O)cc1 (configuration not stated),-9,4,-0.9,-10,16,1,-1,-13,-1
COc1ccc(-n2c(Cc3cccn3C)nnc2SCC(=O)Nc2cccc(OC)c2)cc1,-8,-11,0.0,-4,26,4,6,-5,3
COc1ccc(OC)c(NC(=O)c2c(NC(=O)c3ccco3)sc3c2CCC3)c1,4,2,0.8,-17,17,0,-5,-3,2
CC(C)NC(=O)c1cccc(Br)c1,-6,-17,0.6,-5,-19,1,9,13,5
COc1cccc(OC)c1C(=O)Nc1ccc(Cc2ccncc2)cc1,-8,-25,0.4,-4,-1,-1,2,6,0
Cc1cc(C)nc(NS(=O)(=O)c2ccc(NC(=O)CN3C(=O)S/C(=C\c4ccccc4)C3=O)cc2)n1,12,6,0.5,-23,-2,-12,-17,16,-2
C=C(C)Cn1c(CCCNC(=O)CC)nc2ccccc21,-8,.,-0.3,-16,8,-2,-3,1,0
Cc1ccc(C(=O)Nc2nc3ccccc3s2)s1,-9,0,4.0,-16,3,0,7,-11,1
Cc1[nH]c2ccccc2c1/C=N/Nc1ccccc1[N+](=O)[O-],11,-8,-0.5,-3,20,-4,-9,-3,-4
CCOC(=O)C1CCCCN1Cc1cn[nH]c1-c1ccc(F)cc1F (configuration not stated),-6,-11,1.2,-5,-6,-4,0,-8,2
Cc1ccc(NC(=O)CSc2nnc(Cc3cccn3C)n2-c2ccc(F)cc2)cc1,-12,-16,0.7,-11,19,2,8,-6,2
O=C1C2C3C=CC(C3)C2C(=O)N1c1nccs1 (configuration not stated),-10,-16,-0.6,-7,8,0,-17,7,1
O=C(c1ccc2c(c1)OCO2)C1CCCN(Cc2ccc3cccc(F)c3n2)C1 (configuration not stated),-5,-4,0.7,-3,22,.,-3,3,.
CCOC(=O)c1sc(C)c2c(=O)n(CC(=O)c3ccc(Br)cc3)nnc12,-21,-2,0.3,-21,1,-2,-1,-4,3
COc1cccc(-c2cc(C(=O)N3N=C(C)CC3(O)C(F)F)c3ccccc3n2)c1 (configuration not stated),11,0,1.6,5,-7,.,5,-2,-2
CCCCOC(=O)c1ccc(NC(=O)c2cnc3n(c2=O)CCS3)cc1,-22,-21,-0.1,-16,0,0,12,-28,-4
CCN(CC)c1ccc(NC(=O)CN2C(=O)CC(C)(C)S(=O)(=O)c3ccccc32)c(C)c1,-18,-6,0.3,7,18,6,14,-3,2
COc1ccc(C(=O)/C=C/C(=O)N(Cc2ccc3c(c2)OCO3)C(C(=O)NC2CCCCC2)c2ccncc2)c(O)c1 (configuration not stated),-6,-2,0.8,-31,5,-7,10,-13,1
O=C(COC(=O)c1cc(Cl)ccc1Cl)NCCN1C(=O)CSC1=O,-5,-6,0.4,-11,1,0,-8,1,-2
Cc1cc(=O)[nH]c(SCC(=O)NC2CCCc3ccccc32)n1 (configuration not stated),-8,-4,0.4,-1,6,3,-5,-7,0
Cc1ccc(NC(=O)C(=O)NCc2ccccn2)cc1,-19,-4,4.4,-8,16,-1,-12,-4,0
O=[N+]([O-])c1cc(C(F)(F)F)cc([N+](=O)[O-])c1Sc1n[nH]c(C(F)(F)F)n1,-16,-5,0.7,-12,3,23,-4,-14,1
CCOC(=O)c1cnc(-n2nc(C)cc2C)nc1NNc1ncc(-c2ccccc2)cn1,2,-9,0.1,6,5,2,-7,-6,-1
Cc1ccc2c(c1C)NC(=O)C21N2CCCC2C(C(=O)c2ccc3ccccc3c2)C12C(=O)Nc1ccccc12 (configuration not stated),-8,.,-0.1,-25,22,1,-1,-4,-2
O[C@@H]1COC(Nc2ccc(N=Nc3ccccc3)cc2)C[C@@H]1O (some centres not stated),-13,-44,0.1,-8,17,-1,-3,-23,0
CCOC(=O)/C(C#N)=C\c1ccco1,5,-15,0.1,-34,-1,0,6,-22,1
O=c1c([N+](=O)[O-])c(N2CCCCCC2)c2ccccc2n1-c1ccccc1,-8,2,-0.3,-27,1,2,2,-10,1
O=S1(=O)CCN(Cc2csc(-c3cccs3)n2)CC1,-9,-19,2.1,-9,1,1,-5,-26,0
CC(C)Cn1c(-c2ccccc2F)n[nH]c1=S,-23,-13,1.9,4,8,5,5,3,-2
Cc1cccc(NC(=O)CCc2c(C)nc3ncnn3c2C)n1,-18,-27,0.4,-3,2,3,-4,-2,-6
CCc1nc2sc3c(c2c(=O)n1N)CC(C)(C)OC3,-20,0,1.0,-9,-19,0,-8[fluorescence artefact?],-6,-3
CCN=c1scc(C)n1/N=C/c1cc(Br)c(O)c(OC)c1,14,-8,1.6,-10,20,5,-32,-16,17
CC(C)CC1NC(=O)N(CC(=O)c2ccc3c(c2)OCCO3)C1=O (configuration not stated),-16,-21,0.0,-4,-17,1,-11,1,3
CC1CCc2nc(NC(=O)c3ccc(S(=O)(=O)N4CCCc5ccccc54)cc3)sc2C1 (configuration not stated),-11,-9,0.5,-7,1,-2,-12,-12,2
O=S(=O)(N/N=C/c1ccc2c(c1)OCCO2)c1ccccc1,36,-11,0.0,-2,-1,-1,9,-8,-7
CCOC(Cn1c(CCCO)nc2ccccc21)OCC,-14,-22,0.3,-9,1,2,12,2,-7

# Full records from above. Order of screens: EBV gp42 block	Mdm2 ligase inh	zVAD death inh	p47phox inh	Hck Nef HTS	Runt-CBFb FRET	14-3-3 Bad inh	Tb hexokinase	Runt-SMMHC FRET
# Cc1cccc(NC(=O)CCc2c(C)nc3ncnn3c2C)n1 is listed with -18	-27	0.4	-3	2	3	-4	-2	-6
# CCN=c1scc(C)n1/N=C/c1cc(Br)c(O)c(OC)c1 is listed with 14	-8	1.6	-10	20	5	-32	-16	17
# O=c1c([N+](=O)[O-])c(N2CCCCCC2)c2ccccc2n1-c1ccccc1 is listed with -8	2	-0.3	-27	1	2	2	-10	1
# CC1CCc2nc(NC(=O)c3ccc(S(=O)(=O)N4CCCc5ccccc54)cc3)sc2C1 (configuration not stated) is listed with -11	-9	0.5	-7	1	-2	-12	-12	2
# CC(C)Cn1c(-c2ccccc2F)n[nH]c1=S is listed with -23	-13	1.9	4	8	5	5	3	-2

# Later entries
SMILES,EBV gp42 block,Mdm2 ligase inh,zVAD death inh,p47phox inh,Hck Nef HTS,Runt-CBFb FRET,14-3-3 Bad inh,Tb hexokinase,Runt-SMMHC FRET
FC(F)(F)c1cnc(NNC(=S)Nc2ccc(Cl)cc2)c(Cl)c1,5,-6,0.3,-13,7,2,2,4,5
CN(C)C(=O)c1ccccc1Sc1cc(Cl)ccc1Cl,-1,-6,-0.3,-8,0,1,-1,6,1
OC(CNCc1ccccc1Cl)C(F)(F)F (configuration not stated),-7,-2,0.9,-2,12,0,82*,-1,4
CN(Cc1cnn(C)c1)Cc1nc(C(c2ccccc2)c2ccccc2)no1,-6,-7,0.5,-2,4,-1,1,-8,-1
O=C(CN1CCN(c2ccc(F)cc2)CC1)N1N=CCC1c1ccccc1 (configuration not stated),-17,-5,0.0,-4,-1,1,3,-6,1
O=C1CC(c2cccc(F)c2)c2c(c3ccccc3[nH]c2=O)O1 (configuration not stated),-10,-17,2.3,-3,30,2,2,-3,2
CN(C(=O)COC(=O)C1CCN(S(=O)(=O)c2cccs2)CC1)c1ccccc1,-8,.,-0.2,.,18,0,1,-5,0
COc1ccc(CCNC(=O)COc2ccc(S(=O)(=O)N3CCOCC3)cc2)cc1OC,-5,-1,0.5,-3,5,1,7,-2,1
COC(=O)CCC(=O)Nc1cc(Cl)cc(Cl)c1,-15,-3,1.4,8,18,2,-13,5,-7
COc1ccc(-c2nn(-c3ccccc3)cc2/C=N/Nc2ccc3ccccc3n2)cc1OC,-9,-5,.,-6,1,-9,3,-12,-13

# Some entries already given, limited to Runt-SMMHC FRET, EBV gp42 block and p47phox inh.
SMILES,Runt-SMMHC FRET,EBV gp42 block,p47phox inh
FC(F)(F)c1cnc(NNC(=S)Nc2ccc(Cl)cc2)c(Cl)c1,5,5,-13
CN(C)C(=O)c1ccccc1Sc1cc(Cl)ccc1Cl,1,-1,-8
OC(CNCc1ccccc1Cl)C(F)(F)F (configuration not stated),4,-7,-2
